Screens as filed in PubChem BioAssay.
SRC1 inh: inhibitors of human steroid receptor coactivator 1 (SRC1) | inhibition, % at 3.6 µM | Q15788 | HEK293 GAL4-SRC1 luciferase reporter, luminescence | 360,000 compounds, 0.12% hits;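 active = inhibition above the campaign mean plus 3 SD, with each screening campaign given its own cutoff, cut at about 60% in these data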;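 note: 0% = DMSO treated cells and 100% = gossypol at 36 µM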
ABHD5 PLIN5 PPI: inhibitors of human ABHD5-perilipin-5 interaction. inhibition, % at 4 µM. Split G. princeps luciferase complementation, luminescence, 4 h. Q00G26+Q8WTS1. 360,000 compounds, 0.78% hits;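 active = inhibition above the mean inhibition across every tested compound plus 3 SD, cut at about 22% in these data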;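 note: 0% = DMSO only wells and the 100% control is not disclosed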
LRH-1 inv ag: inverse agonists of human LRH-1 (NR5A2). inhibition, % at 3.6 µM. HEK293T StAR-luciferase reporter, LRH-1 transfected, 24 h. 360,000 compounds, 0.13% hits;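 active = inhibition above the mean inhibition of all tested compounds plus 3 SD, cut at about 73% in these data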;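 note: 0% = DMSO wells and 100% = reporter-only cells lacking LRH-1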
NOD2-RIPK2 inh: inhibitors of human NOD2-RIPK2 interaction; CHO BLA complementation NOD2-RIPK2, CCF4 ratio; O43353; inhibition, % at 4.98 µM; 360,000 compounds, 0.38% hits; in the data active = inhibition above about 21%;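 note: 0% = vehicle only and 100% = reference blocker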
Target sequence (O43353 whole entry, looked up): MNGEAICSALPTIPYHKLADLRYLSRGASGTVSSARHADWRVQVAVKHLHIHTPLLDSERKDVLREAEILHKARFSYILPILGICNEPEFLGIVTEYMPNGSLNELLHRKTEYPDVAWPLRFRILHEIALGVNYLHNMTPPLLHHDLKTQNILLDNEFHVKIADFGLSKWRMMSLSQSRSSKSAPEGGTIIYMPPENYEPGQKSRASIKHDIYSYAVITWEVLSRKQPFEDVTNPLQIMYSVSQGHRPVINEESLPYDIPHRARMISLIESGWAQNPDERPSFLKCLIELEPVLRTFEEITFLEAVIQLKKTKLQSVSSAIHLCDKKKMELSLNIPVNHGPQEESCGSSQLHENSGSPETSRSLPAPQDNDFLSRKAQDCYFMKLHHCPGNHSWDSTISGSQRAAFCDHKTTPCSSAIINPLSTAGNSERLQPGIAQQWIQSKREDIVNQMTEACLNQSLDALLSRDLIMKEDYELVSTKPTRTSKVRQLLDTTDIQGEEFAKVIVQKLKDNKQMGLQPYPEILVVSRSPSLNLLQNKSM
TROY signal inh: blocks TROY-dependent signaling in reporter cells; Q293 LMP1-TROYcd NF-kB luciferase reporter, 4 h; inhibition, % at 10 µM; 360,000 compounds, 0.98% hits;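 active = compounds whose plate-normalised and pattern-corrected inhibition of the luciferase reporter signal at the single screening dose is 50% or more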
Exocytosis inh: lytic granule exocytosis inhibition. inhibition, % at 10 µM. 360,000 compounds, 0.66% hits. TALL-104 LAMP-1 surface exposure, flow cytometry; cells stimulated with thapsigargin and PMA;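 active = inhibition above about 55%, limit read from the data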
NR2F2 inh: NR2F2 (human) inhibition, primary screen | 370,000 compounds, 0.7% hits | inhibition, % at 8.6 µM | AID 686940 | HEK293T NGFI-A luciferase reporter, luminescence;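 active = inhibition above a per-plate cutoff, mean inhibition of test wells between control levels plus 3 SD, cut at about 38% in these data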;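 note: cells cotransfected with COUP-TFII expression vector driving the NGFI-A reporter; 0% = median of COUP-TF2 test wells and 100% = reporter-only cells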
Target sequence (P24468 whole entry, looked up): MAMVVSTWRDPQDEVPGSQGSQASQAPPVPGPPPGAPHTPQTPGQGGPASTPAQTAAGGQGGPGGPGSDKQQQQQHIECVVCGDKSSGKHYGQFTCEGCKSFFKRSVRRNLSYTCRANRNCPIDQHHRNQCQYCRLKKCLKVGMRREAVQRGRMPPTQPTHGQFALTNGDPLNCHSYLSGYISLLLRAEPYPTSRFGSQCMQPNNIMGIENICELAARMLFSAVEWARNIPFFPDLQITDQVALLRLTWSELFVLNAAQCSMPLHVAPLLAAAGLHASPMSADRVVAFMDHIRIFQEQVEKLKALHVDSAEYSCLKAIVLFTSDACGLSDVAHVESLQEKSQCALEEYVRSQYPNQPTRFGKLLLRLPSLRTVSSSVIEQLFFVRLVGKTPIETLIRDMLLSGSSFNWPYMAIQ
TLR9-MyD88 inh: inhibitors of human TLR9-MyD88 binding; Q9NR96+Q99836; CHO BLA complementation TLR9-MyD88, CCF4 FRET ratio; inhibition, % at 4.98 µM; 340,000 compounds, 0.21% hits; AID 504734;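 active = inhibition above the mean over all tested compounds plus 3 SD, cut at about 21% in these data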;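 note: 0% = DMSO only wells and 100% = clavulanate BLA inhibitor control wells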
SRC3 inh: inhibitors of human steroid receptor coactivator 3 (SRC3); Q9Y6Q9; HEK293 GAL4-SRC3 luciferase reporter, luminescence; inhibition, % at 3.6 µM; 360,000 compounds, 0.17% hits;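 active = inhibition above a per-campaign cutoff, the mean of all compounds plus 3 SD, cut at about 60% in these data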;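 note: 0% = DMSO-treated cells and 100% = gossypol-treated cells at 36 µM; higher means less SRC3-driven luciferase light from the GAL4 reporter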
TWEAK-Fn14 inh: blocks TWEAK-Fn14 interaction in a reporter cell assay. TWEAK-stimulated Fn14 reporter cells, luciferase luminescence, 8 h. inhibition, % at 10 µM. 360,000 compounds, 2% hits. AID 1159606; in the data active = inhibition above about 50%
NCOA2 inhibitor: inhibits human steroid receptor coactivator 2. inhibition, % at 9 µM. Q15596. 370,000 compounds, 0.17% hits. HEK293 GAL4-SRC2 luciferase reporter, luminescence;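 active = inhibition above the mean inhibition of all tested compounds plus 3 SD, set per campaign, cut at about 52% in these data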;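 note: 0% = DMSO treated cells and 100% = cells given Gossypol at 36 µM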
* = called active by the depositor; nt = not tested or not shown; & = joins results of further samples. An excerpt. The share of hits here may be higher or lower than overall.

Results follow in this order: NOD2-RIPK2 inh	TLR9-MyD88 inh	NCOA2 inhibitor	ABHD5 PLIN5 PPI	NR2F2 inh	TWEAK-Fn14 inh	SRC3 inh	TROY signal inh	Exocytosis inh	SRC1 inh	LRH-1 inv ag
Cc1ccc(C)c(C2(O)CC(C)N(C)CC2C)c1 (stereo not drawn)
 : -1	6	20	2	-4	-11	-11	28	2	-12	-7
O=[N+]([O-])c1ccc(CN2CC=C(c3ccccc3)CC2)cc1
 : 12	3	nt	-8	nt	22	11	1	-4	0	11
CC(C)CNC(=O)/C=C/C=C/CCCCCC/C=C/c1ccc2c(c1)OCO2
 : 1	-1	7	1	-1	0	-2	-2	-2	1	1
COCCNC(=O)CN1C2CCC1CC(O)(c1cccnc1)C2 (stereo not drawn)
 : -15	-5	22	-9	3	5	-3	-1	3	-6	17
CC(=Nc1ccc2c(c1)CCC2)c1c(O)n(-c2ccccc2)c(=O)[nH]c1=O
 : -5	-2	-23	-2	-7	1	2	-6	7	10	6
C=CCN1C(=O)NC(=O)/C(=C/c2ccc(N(C)C)c(Br)c2)C1=O
 : -13	-7	-27	2	3	3	20	-19	-2	3	3
O=C1CC(N2CC=C(c3ccccc3)CC2)C(=O)N1c1ccc(F)cc1 (stereo not drawn)
 : -6	-9	8	6	6	11	-6	-14	7	2	2
O=C(COc1ccc(Cl)cc1)N(c1ccccc1Cl)C1CN2CCC1CC2 (stereo not drawn)
 : -7	7	-29	10	17	20	24	-7	1	6	-3
CCOC(=O)c1c(/N=C/c2c(O)n(-c3cccc(C)c3)c(=O)[nH]c2=O)sc2c1CCCC2
 : 1	7	-3	-4	18	1	-7	-23	1	11	4
CCCC(C)n1[nH]c(=O)c2c1NC(=O)CSC2c1ccc(OC)c(OC)c1 (stereo not drawn)
 : 12	-8	-8	-9	24	5	-10	12	1	13	12
CC(=NCCC1=CCCCC1)c1c(O)[nH]c(=O)[nH]c1=O
 : -13	8	15	-1	-12	-1	20	15	-1	7	-13
CC(C)N(C(=O)CCl)c1ccccc1
 : -28	-8	27	2	12	21	4	8	-6	11	45
COc1ccc(CN2CCNCC2)c(OC)c1OC
 : -1&-4	-8&-13	0&-22	-1&-7	-2&21	1&-3	-2&-14	7&-7	-4&-1	-10&-3	19&9
C[C@H](CO)N1C[C@H](C)[C@@H](CN(C)C(=O)Oc2ccccc2)OCc2cnnn2CCCC1=O
 : 4	9	-2	-5	4	-5	10	-1	1	1	0
O=P(NS(=O)(=O)c1ccc(Br)cc1)(Oc1ccccc1)Oc1ccccc1
 : -12	-2	3	-6	-21	13	15	-18	12	-7	12
CCCN1CCc2cc(O)cc3c2[C@H]1Cc1ccc(O)c(O)c1-3
 : 7	-3	-13	-6	17	-5	-8	-18	65*	-1	5
COC(=O)C1=C(c2ccc(S(C)(=O)=O)cc2)C[C@@H]2CC[C@H]1N2C(=O)NCCS(C)=O (stereo partly drawn)
 : -2	-7	-12	5	-2	13	-15	-8	1	-12	-12
COc1ccccc1CCNCc1cccc(C(F)(F)F)c1
 : 2	4	6	-3	21	10	5	17	-2	-13	-3
CC(C)N1C(=O)CCC1C(=O)N1CCC2(CC1)OCCO2 (stereo not drawn)
 : -7	9	11	4	-5	0	11	1	1	-10	5
CCN(CC)c1ccc(CN2CC=C(c3ccc(F)cc3)CC2)cc1
 : -9	7	18	0	2	22	6	8	-1	-2	9

Full records as entered above.
`CCCN1CCc2cc(O)cc3c2[C@H]1Cc1ccc(O)c(O)c1-3` as listed: NOD2-RIPK2 inh: 7; TLR9-MyD88 inh: -3; NCOA2 inhibitor: -13; ABHD5 PLIN5 PPI: -6; NR2F2 inh: 17; TWEAK-Fn14 inh: -5; SRC3 inh: -8; TROY signal inh: -18; Exocytosis inh: 65*; SRC1 inh: -1; LRH-1 inv ag: 5
`CC(C)N(C(=O)CCl)c1ccccc1` as listed: NOD2-RIPK2 inh: -28; TLR9-MyD88 inh: -8; NCOA2 inhibitor: 27; ABHD5 PLIN5 PPI: 2; NR2F2 inh: 12; TWEAK-Fn14 inh: 21; SRC3 inh: 4; TROY signal inh: 8; Exocytosis inh: -6; SRC1 inh: 11; LRH-1 inv ag: 45

Later entries.
Results follow in this order: NOD2-RIPK2 inh	TLR9-MyD88 inh	NCOA2 inhibitor	ABHD5 PLIN5 PPI	NR2F2 inh	TWEAK-Fn14 inh	SRC3 inh	TROY signal inh	Exocytosis inh	SRC1 inh	LRH-1 inv ag
CCN1C(=O)/C(=C/c2ccc3c(c2)CCN3CCCCl)C(=O)NC1=S
 : -10	0	1	-13	14	13	9	13	-5	-16	36
CN(C)C(CNC(=O)Cc1c(Cl)cccc1Cl)c1ccccc1 (stereo not drawn)
 : 2	0	2	12	23	1	16	-23	1	18	10
C=CCn1c(O)c(C(CC)=NCCCO)c(=O)[nH]c1=O
 : -5	1	-22	0	6	-10	4	-5	3	9	13
COC(=O)C1=C(c2cc3ccccc3o2)C[C@@H]2CC[C@H]1N2C(=O)NCCNC(C)=O
 : -14	-3	-2	2	-1	-3	-3	4	-4	3	-1
COC(=O)C1=C(c2ccc(Cl)c(C(F)(F)F)c2)C[C@@H]2CC[C@H]1N2C(=O)NC(C)C
 : -13	2	0	-5	13	-20	-18	-15	-11	2	15
COC(=O)C1=C(c2c(C)noc2C)C[C@@H]2CC[C@H]1N2C(=O)NCCO
 : -6	1	nt	1	nt	0	-4	12	2	-2	-4
O=C(CN1CCCCC1)c1ccc2c(c1)OCO2
 : -2	-1	-13	5	-15	15	17	1	5	-20	9
Cn1c(O)c(C=NCCN2CCNCC2)c(=O)n(C)c1=O
 : -11	-7	4	0	8	-1	7	-3	-1	-41	-2
CCN(CC)P(=O)(Oc1ccccc1)Oc1ccccc1
 : 0	-2	-12	3	1	-16	16	-1	-10	1	-3
Cc1cccc(C2=NCC(=O)N(CC(=O)NCc3ccco3)c3sc4c(c32)CCCC4)c1
 : 3	-1	5	-1	0	0	-1	9	-14	0	22
O=C(CCC(=O)N1CCC2(CC1)OCCO2)Nc1nnc(C2CCCCC2)s1
 : -5	-2	-33	0	-5	7	-16	-4	0	23	0
CCc1ccc(CN2CCN(Cc3cc(Br)ccc3O)CC2)cc1
 : 12	6	-25	-5	8	15	6	15	-3	-4	2
O=c1c2ccccc2nc(/C=C/c2ccc(O)cc2)n1-c1ccc(O)cc1
 : 0	9	-23	14	-1	-16	-5	-21	-12	-5	4
CCOc1cccc(C2NCc3ccccc3-n3cccc32)c1O (stereo not drawn)
 : -2	-5	12	-5	13	21	20	8	-1	4	10
CC1=NN(c2ccccc2)C(=O)C1/C=C1/C(=O)NC(=O)N(c2cc(C)cc(C)c2)C1=O (stereo not drawn)
 : -4	6	-34	-20	10	2	16	-6	1	2	8
CC1N=C(c2ccccc2)c2cc(Br)ccc2NC1=O (stereo not drawn)
 : 8	-1	-9	-1	12	15	8	-9	-9	-6	-19
Nc1ncc(P(=S)(N2CCOCC2)N2CCOCC2)s1
 : 1	-5	-3	-4	-10	-4	23	-12	-1	-19	9
Cn1cc(C(=O)N2CCCCC2)c2ccccc21
 : -6	-7	-14	2	-4	18	8	-4	0	4	-5
C[C@@H]1CN([C@H](C)CO)C(=O)CCCn2nncc2CO[C@@H]1CN(C)C(=O)Oc1cccc2ccccc12
 : -4	-8	-4	-2	-13	12	-61	-12	0	8	13
Cc1cc(OCC(=O)NC(Cc2ccc(Cl)cc2)C(=O)O)c2c3c(c(=O)oc2c1)CCC3 (stereo not drawn)
 : 0	-5	-28	-9	10	0	10	8	13	-9	-15

No new results follow: entries from further up.
Results follow in this order: NOD2-RIPK2 inh	TLR9-MyD88 inh	NCOA2 inhibitor	ABHD5 PLIN5 PPI	NR2F2 inh	TWEAK-Fn14 inh	SRC3 inh	TROY signal inh	Exocytosis inh	SRC1 inh	LRH-1 inv ag
Nc1ncc(P(=S)(N2CCOCC2)N2CCOCC2)s1
 : 1	-5	-3	-4	-10	-4	23	-12	-1	-19	9
Cn1cc(C(=O)N2CCCCC2)c2ccccc21
 : -6	-7	-14	2	-4	18	8	-4	0	4	-5
C[C@@H]1CN([C@H](C)CO)C(=O)CCCn2nncc2CO[C@@H]1CN(C)C(=O)Oc1cccc2ccccc12
 : -4	-8	-4	-2	-13	12	-61	-12	0	8	13
Cc1cc(OCC(=O)NC(Cc2ccc(Cl)cc2)C(=O)O)c2c3c(c(=O)oc2c1)CCC3 (stereo not drawn)
 : 0	-5	-28	-9	10	0	10	8	13	-9	-15

(more compounds)
Results follow in this order: NOD2-RIPK2 inh	TLR9-MyD88 inh	NCOA2 inhibitor	ABHD5 PLIN5 PPI	NR2F2 inh	TWEAK-Fn14 inh	SRC3 inh	TROY signal inh	Exocytosis inh	SRC1 inh	LRH-1 inv ag
C=CCOC(=O)C1=C(C)OC(N)=C(C(=O)OCC)C12C(=O)N(CC(N)=O)c1ccccc12 (stereo not drawn)
 : 1	0	-12	-2	5	12	16	5	-1	-14	1
COc1cccc(C(=O)C2CCCN(Cc3ccc(F)cc3)C2)c1 (stereo not drawn)
 : 3	2	-12	0	-27	12	3	0	-7	4	9
CCOC(=O)c1c(C)n(COCCO)c2ccc(O)cc12
 : -13	2	-7	5	-25	-13	6	-6	2	2	-8
CCOc1c(Cl)cc(CNC(C)C(O)c2ccccc2)cc1OC (stereo not drawn)
 : -9	-5	-2	-3	-31	-16	14	6	-2	9	2
N=Cc1c(O)n(-c2ccccc2)c(=O)n(-c2ccccc2)c1=O
 : 7	8	-17	0	16	17	6	3	3	6	13
C#C[C@]1(O)CC[C@H]2[C@@H]3[C@H](O)C[C@H]4C[C@@H](O)CC[C@]4(C)[C@H]3CC[C@@]21C
 : -12	-11	-9	2	-9	12	-6	-5	-5	0	0
Cc1ccc(C(O)P(=O)(Oc2ccccc2)Oc2ccccc2)cc1 (stereo not drawn)
 : -5	1	-15	-2	-14	1	-11	-7	2	-14	5
C=C(c1ccccc1)P(=O)(O)O
 : 3	9	-26	-1	7	14	2	9	10	-6	17
Cc1cc(C(=O)N2CCC3(CC2)OCCO3)no1
 : 2	4	-9	3	3	5	18	1	-7	3	16
O=C(CN1CCN(Cc2cccc(Cl)c2)C1=O)N1CCC2(CC1)OCCO2
 : 4	0	2	6	5	3	2	9	0	-11	-11
CC(C)COC(=O)N1Cc2ccccc2-n2nncc2C1
 : -6	-3	0	-14	-17	1	-3	-19	-4	-1	-21
Clc1ccc(C(c2ccc(Cl)cc2)n2cc[n+](CC(OCc3ccc(Cl)cc3Cl)c3ccc(Cl)cc3Cl)c2)cc1 (stereo not drawn)
 : 21	28*	-6	-4	-15	77*	0	80*	-8	-16	-16
O=S(=O)(c1ccc(Cl)cc1Cl)N1CCCC1c1cccnc1 (stereo not drawn)
 : -4	-12	10	0	5	1	16	2	9	1	9
c1cc2c(cc1N1CCCCC1)C1CC2CCN1 (stereo not drawn)
 : 1	-2	-12	3	-2	15	-12	-14	-3	-8	1
